C2C12 statin: protects C2C12 myotubes from simvastatin toxicity; ATP luminescence, 48 h; scaled: DMSO 0, geranylgeraniol control 100; rescue of ATP level, % at 7.49 µM; 0.78% of 330,000 active; AID 602340;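 active = mean ATP rescue above about 67%, or every replicate alone reaching that limit, limit read from the data, passing the limit was not always enough; inconclusive = no clear call, values can overlap the other calls; inactive = mean under the limit and some replicate under it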;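 also: myotubes were challenged with 10 µM simvastatin during compound exposure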
* hit, by the source's call; ? = inconclusive. Not all compounds are listed, so the mix of outcomes need not match the whole.

SMILES	C2C12 statin
S=c1[nH]nc(-c2cc(-c3ccco3)[nH]n2)n1-c1ccccc1	15
Cc1sc2ncnc(NCc3ccccc3)c2c1C	25
S=C(NCc1cccnc1)Nc1ccc(Cl)cc1	-12
NNc1nc(Nc2ccccc2)nc(N2CCCCC2)n1	-4
CCN(CC)c1ccc(C2CC(=O)NC3=C2C(=O)CC(C)(C)C3)cc1 (stereo unspecified)	-2
CCOC(=O)Cc1csc(NC(=O)c2ccc(C)o2)n1	-2
CCSc1nc2ccccc2n1C(=O)Oc1ccccc1	-6
CCn1c(=O)cc(N2CCCCC2)[nH]c1=O	10
CN(C)c1ccc(Nc2nc(-c3cccnc3)cs2)cc1	-45
O=C(NCc1ccc(N2CCCC2=O)cc1)Nc1ccccc1	-1
CCc1ccc(C=NC23CN4CN(CN(C4)C2)C3)s1	9
Cc1cc(NC(=O)CN2CCCCCCC2)no1	-5
CN(c1ccc(C(=O)NCCSCc2ccco2)cc1)S(C)(=O)=O	-6
CC1CN(c2oc(-c3ccco3)nc2C#N)CC(C)O1 (stereo unspecified)	-3
COc1ccc(-n2c(Cn3nc(C(F)(F)F)cc3C)n[nH]c2=S)cc1	0
Cc1c(C(=O)N2CCCC2)sc(NC(=O)c2ccc(Cl)cc2)c1C#N	-32
Cc1ccc(S(=O)(=O)N2CCOCC2)cc1NC(=O)COC(=O)c1ccccc1OCc1c(C)noc1C	-2
CCOc1ccc(N2CC(C(=O)Nc3ncccc3C)CC2=O)cc1 (stereo unspecified)	-4
N#Cc1cc(-c2ccccc2)cnc1Cl	14
CCCn1cc(C(CC(=O)O)C(=O)O)c2ccccc21 (stereo unspecified)	17
CCOc1ccc(-n2c(=O)cc(N3CCN(c4ccccc4)CC3)[nH]c2=O)cc1	-43
C=CCn1c(SCC(=O)Nc2nc(C)cs2)nnc1C(CO)NC(=O)c1ccccc1 (stereo unspecified)	-2
COc1ccc(C2SCC(=O)N2CCCN(C)C)cc1 (stereo unspecified)	10
Cc1cccc(-c2c3c(=O)n(C)c(=O)n(C)c3cn2-c2ccccc2O)c1	-3
Cn1c(SCC(N)=O)nnc1-c1ccccc1	-12

In a second layout: 16 of the compounds above
SMILES | C2C12 statin
O=C(NCc1ccc(N2CCCC2=O)cc1)Nc1ccccc1 | -1
CCc1ccc(C=NC23CN4CN(CN(C4)C2)C3)s1 | 9
Cc1cc(NC(=O)CN2CCCCCCC2)no1 | -5
CN(c1ccc(C(=O)NCCSCc2ccco2)cc1)S(C)(=O)=O | -6
CC1CN(c2oc(-c3ccco3)nc2C#N)CC(C)O1 (stereo unspecified) | -3
COc1ccc(-n2c(Cn3nc(C(F)(F)F)cc3C)n[nH]c2=S)cc1 | 0
Cc1c(C(=O)N2CCCC2)sc(NC(=O)c2ccc(Cl)cc2)c1C#N | -32
Cc1ccc(S(=O)(=O)N2CCOCC2)cc1NC(=O)COC(=O)c1ccccc1OCc1c(C)noc1C | -2
CCOc1ccc(N2CC(C(=O)Nc3ncccc3C)CC2=O)cc1 (stereo unspecified) | -4
N#Cc1cc(-c2ccccc2)cnc1Cl | 14
CCCn1cc(C(CC(=O)O)C(=O)O)c2ccccc21 (stereo unspecified) | 17
CCOc1ccc(-n2c(=O)cc(N3CCN(c4ccccc4)CC3)[nH]c2=O)cc1 | -43
C=CCn1c(SCC(=O)Nc2nc(C)cs2)nnc1C(CO)NC(=O)c1ccccc1 (stereo unspecified) | -2
COc1ccc(C2SCC(=O)N2CCCN(C)C)cc1 (stereo unspecified) | 10
Cc1cccc(-c2c3c(=O)n(C)c(=O)n(C)c3cn2-c2ccccc2O)c1 | -3
Cn1c(SCC(N)=O)nnc1-c1ccccc1 | -12

Next part:
SMILES	C2C12 statin
COc1ncnc2sc3c(c12)CCCC3	-16
CC(C)CC(=O)NC(=S)N1CCCCCC1	7
Cc1ccc(-c2cc(-c3ccc(C)o3)nc(N)c2C#N)cc1	-2
COc1cc(NS(=O)(=O)c2ccc(C)cc2)c2ncccc2c1	47
Cn1cccc1C(=O)NS(=O)(=O)c1ccccc1Cl	21
Nc1nonc1-c1nc2ccccc2n1Cc1ccc(F)cc1	16
O=C(c1ccc(N2C(=O)C3CCCCC3C2=O)cc1)N1CCCCC1 (stereo unspecified)	1
Cc1ccccc1CN1C(=O)C(O)(CC(=O)c2ccncc2)c2ccccc21 (stereo unspecified)	14
COc1ccc(NC(=O)C(OC)c2ccccc2)cc1Cl (stereo unspecified)	4
C(=N\c1nccs1)/Nc1nccs1	98*
CCc1ccc(S(=O)(=O)NC(CC(=O)O)c2ccccc2)cc1 (stereo unspecified)	13
Cc1cc(C)nc(N2CCCC(C(=O)Nc3ccc4c(c3)OCO4)C2)n1 (stereo unspecified)	13
COCCNC(=O)c1ccccc1-c1nc(-c2ccccc2Cl)no1	5
CC(=O)Nc1ccc(S(=O)(=O)NC2(C(F)(F)F)NC(=O)N(c3ccc(Cl)cc3)C2=O)cc1 (stereo unspecified)	22
CCOc1ccccc1N1CCN(C(=O)c2c(-c3ccccc3Cl)noc2C)CC1	35
Cc1ccc(C(=O)C2CCNCC2)cc1	-2
CC(=O)N1CCN(c2ccc(N=Cc3c(O)n(Cc4ccccc4)c(=O)[nH]c3=O)cc2)CC1	9
COc1ccc(N2CCN(c3nc(Cl)nc(N4CCOCC4)n3)CC2)cc1	-5
O=C(O)CCc1ccc(S(=O)(=O)NCCc2ccccc2)cc1	-1
CC1CC(c2ccccc2)n2nc(N3C(=O)c4ccccc4C3=O)nc2N1 (stereo unspecified)	101*
O=C(C1CCCCC1)N1CCN(c2ncccn2)CC1	-6
Cc1ccc(S(=O)(=O)NCc2cn3c(C)csc3n2)cc1	9
COc1ccc(S(=O)(=O)NCc2ccco2)cc1-c1nnc2c3ccccc3c(C)nn12	24
CCN1CCCC(OC(=O)Nc2ccccc2)C1 (stereo unspecified)	18
CC(C)(C)N(Cc1ccccc1)C(=O)c1ccc2c(c1)OCCO2	28

New compounds follow:
SMILES	C2C12 statin
Cc1ncc([N+](=O)[O-])n1CCOC(=O)NC(NCc1ccccc1)C(Cl)(Cl)Cl (stereo unspecified)	7
CCN(CC)c1ccc(C2C(C(=O)OC(C)C)C(=O)CC(C)(O)C2C(=O)OC(C)C)cc1 (stereo unspecified)	6
O=C(COc1ccc(Br)cc1)Nc1ccc([N+](=O)[O-])cn1	14
COc1ccc(C(=O)CSc2nnc(-c3ccccc3)o2)cc1	0
COc1cc2c(cc1OC)C(C(=O)Nc1cccc(C)n1)C(c1cccnc1)N(C)C2=O (stereo unspecified)	4
O=C(COc1cc(O)c2c(=O)cc(-c3ccccc3)oc2c1)c1ccccc1	9
COc1cc(/C=C2\N=C(c3ccccc3)OC2=O)ccc1OCc1c(C)no[n+]1[O-]	4
CNC[C@@H]1OCCCC[C@H](C)Oc2ccc(NC(=O)Nc3cccc4ccccc34)cc2C(=O)N([C@@H](C)CO)C[C@H]1C	15
O=C(NCCc1c[nH]c2ccccc12)Nc1ccccc1	-4
Nc1nnc(SCc2ccccc2F)n1-c1ccccc1	-5
CCOC(=O)c1cccc(-n2c(C)cc(C=O)c2C)c1	5
CN(C)c1ccc(NC(=O)CSc2nnc(-c3cccs3)n2Cc2ccco2)cc1	53
CCNC(=O)CN(c1ccc(OC)c(OC)c1)S(=O)(=O)c1ccccc1	3
COc1ccc(/C=N\N=C2/SC(CC(=O)O)C(=O)N2c2ccc(O)cc2)cc1OC (stereo unspecified)	9
Cc1noc(C)c1C(=O)N1CCN(c2ncccn2)CC1	-7
CCN(CC)S(=O)(=O)c1cc(-c2nnc(-c3ccc(Br)cc3)o2)ccc1Br	-2
CC(C)(C)c1[nH]nc2c1C(c1ccccc1OC(=O)N1CCOCC1)C(C#N)=C(N)O2 (stereo unspecified)	1
CCC(CC)C(=O)Nc1ccccc1-n1cccc1	6
CSc1ccc(S(=O)(=O)N2CCCC2)cc1	-4
CC(C)(C)CC(=O)N[C@@H](Cc1ccccc1)c1nc2ccccc2[nH]1	-9
CCC(C)NC(=O)C1(C)CCC(=O)N1CCc1ccc(OC)c(OC)c1 (stereo unspecified)	10
O=C(c1cccs1)c1ccc(-c2cccs2)s1	49
CN(C)c1ccc(/C=C2\NC(=S)N(Cc3ccccc3)C2=O)cc1	25
O=C(CSc1nc(-c2ccco2)cc(C(F)(F)F)n1)NCc1cccs1	-3
Cc1ccc2nc(SCCCCOc3ccccc3)[nH]c2c1	14

(cont.)
SMILES	C2C12 statin
CC(C)N1CC2(c3ccccc3)CN(C(C)C)CC(c3ccccc3)(C1)C2=O	-4
CCOC(=O)c1cnc2c(OC)cccc2c1Nc1ccc2c(c1)OCCO2	-5
COc1ccc(N(CC(=O)NC2CCCCC2)C(=O)CNC(=O)c2ccco2)cc1OC	-2
CC(C)OC(=O)CSc1nnc(-c2ccncc2)n1N	-10
C[C@H]1CN([C@@H](C)CO)C(=O)c2cccc(NS(=O)(=O)c3cccs3)c2O[C@H]1CN(C)CC1CCCCC1	28
CN(C(=O)CSc1ccccc1C(=O)O)C1CCCCC1	0
Cc1c(C(=O)O)oc2ccc(S(=O)(=O)NCc3ccc(F)cc3)cc12	16
CC1=CC=CC2=NC(=O)CC(C)(C(=O)N(CC(=O)NC3CCCC3)c3ccccc3C)N12 (stereo unspecified)	1
Brc1ccc2nc(CSc3ncn[nH]3)cn2c1	9
COc1ccc(-c2cc(CNC(=O)CN(C)Cc3ccccc3)on2)cc1	27
COc1ccc([N+](=O)[O-])cc1NS(=O)(=O)c1ccccc1	5
COc1ccc(-c2csc(Cc3nnc4n3CCCCC4)n2)cc1OC	26
COc1cc(/C=C(/C#N)C(=O)NCCc2c[nH]c3ccccc23)ccc1OCc1ccccc1F	18
COC(=O)c1sccc1NC(=S)N1CCC(C)CC1	0
CCc1cccc(OCCCCNCCOC)c1	-1
CC(C)(C)c1ccc(-c2noc(CCC(=O)NCC3CCCO3)n2)cc1 (stereo unspecified)	15
CCCC(c1nnnn1Cc1cccs1)N1CCN(c2nc3ccccc3s2)CC1 (stereo unspecified)	57
CCOc1cc(/C=N/NC(=O)Cc2ccc(C(F)(F)F)cc2[N+](=O)[O-])c(Br)cc1OC	-64
CCn1c(=O)c(C(=O)NCCCO)c(O)c2ccccc21	11
CCOC(=O)C1CCN(S(=O)(=O)c2cccc(-c3cn4cc(Cl)ccc4n3)c2)CC1	9
Cc1ccc2[nH]cc(CCNC(=O)Nc3ccccc3)c2c1	45
Cc1cc(C(=O)OCC(=O)c2c(N)n(C)c(=O)n(C)c2=O)c(C)o1	148*
C=CCn1c(N)cc(=O)nc1SCC(=O)Nc1ccccc1	-7
CCNc1nc(Oc2ccccc2)nc(OC(C)C(=O)OCC)n1 (stereo unspecified)	-6
O=C(Nc1ccccc1C(F)(F)F)N1CCC(N2CCCCC2)CC1	2

Other records
SMILES	C2C12 statin
Cc1ccccc1NC(=S)NC1CCN(Cc2ccccc2)CC1	-3
CCC(=O)N1CCN(c2ccc(Cl)cc2NC(=O)c2ccc3c(c2)OCCO3)CC1	12
Cc1[nH]nc2c1C(c1ccsc1C)C(C#N)=C(N)O2 (stereo unspecified)	-2
O=C(N/N=C/c1cccnc1)c1ccc([N+](=O)[O-])cc1	-3
CC(C)(C)OC(=O)N1CCC[C@H]1c1nnc(SCc2c(Cl)cccc2Cl)o1	1
COC(=O)/C=c1\sc2ncnn2c1=O	2
c1ccc2c(c1)c1ccccc1n2CN1CCOCC1	-1
O=C(NCC1COc2ccccc2O1)c1ccco1 (stereo unspecified)	-2
O=C(NCCc1ccccc1)C(NS(=O)(=O)c1cccc2nsnc12)c1ccccc1 (stereo unspecified)	-1
COc1cc(S(=O)(=O)N2CCOCC2)ccc1NC(=O)COC(=O)c1ccccn1	-1
CCOC(=O)C1=C(C)NC2=C(C(=O)CC(C)(C)C2)C1c1ccc(N(C)C)cc1 (stereo unspecified)	32
CC(C)(C)C(=O)OCc1cn(-c2ccccc2)nn1	5
O=C(CSc1nc(-c2ccco2)cc(C(F)(F)F)n1)NC1CCCCCCC1	12
CN(C)S(=O)(=O)c1ccc(C(=O)NCc2ccccc2)cc1	-7
COc1cc(C(=O)NCCc2ccc(F)cc2)ccc1OCC(=O)N1CCOCC1	16
O=C(COc1ccccc1CNCc1ccccc1)Nc1ccccc1	?
O=C(O)c1ccc(NS(=O)(=O)c2cccc(S(=O)(=O)c3ccc(Cl)c(Cl)c3)c2)cc1	-27
C=CCN1C(=O)C(C(C)CC)NC1=S (stereo unspecified)	10
CCOC(=O)c1sc(NC(=O)c2ccc(Br)o2)cc1C	-113
COc1ccc(NC2=NCCC(=O)N2Cc2cccs2)cc1	11
CCOc1ccc(NC(=O)N2CCN(CC)CC2)cc1	0
COc1ccc(-c2nc(-c3ccc(NC(=O)c4ccncc4)cc3)no2)cc1OC	-16
N#Cc1ccc(-c2ccc(F)cc2)nc1SCC(=O)Nc1sc2c(c1C#N)CCC2	-18
COc1cc(O)oc1C=Nc1ccc(C(=O)O)cc1	-53
COc1ccc(/C(C)=C2\SC(=S)N(CCC(=O)O)C2=O)cc1	?

Next section:
SMILES	C2C12 statin
O=C(O)c1cccc(Oc2ccccc2[N+](=O)[O-])c1	3
CCOc1ccc(OCCN2C(=O)NC3(CCCc4ccccc43)C2=O)cc1 (stereo unspecified)	-25
COc1ccc(/C=C/C(=O)CC(O)(c2ccccc2)C(F)(F)F)cc1 (stereo unspecified)	5
CCOC(=O)C1C(=O)C=C(/C=C/c2ccc(N(C)C)cc2)CC1c1ccccc1 (stereo unspecified)	9
Cc1csc(NC(=O)CSc2ccc(-c3ccccc3)nn2)n1	-11
CS(=O)(=O)Nc1nc2n(n1)C(c1ccccc1)C=C(c1ccc(Br)cc1)N2 (stereo unspecified)	4
COc1cccc(OC)c1C(=O)NC(C)c1ccccc1 (stereo unspecified)	4
COc1ccc(/C=N/NC2=NCCCCC2)cc1	1
O=C(NC(NC(=S)Nc1ccc(Cl)cc1Cl)C(Cl)(Cl)Cl)c1cccc([N+](=O)[O-])c1 (stereo unspecified)	-11
CCCc1nc2scc(-c3ccccc3)c2c(=O)n1N	-37
CCN1/C(=C/c2ccc3cc(C)ccc3[n+]2CC)Sc2ccc3sccc3c21	-233
c1ccc(Cn2nnc3c(Nc4ccc5c(c4)OCO5)nc(C4CC4)nc32)cc1	43
